Source: PubChem
AddAB inh – less growth of phage-infected E. coli with AddAB. E. coli expressing H. pylori AddAB, absorbance growth. inhibition, % at 11.9 µM. 330,000 tested, 0.29% active. AID 435030; in the data active = inhibition above about 12%;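 note: 0% = vehicle wells of infected cells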
E coli growth – bacterial growth inhibition, counter-screen for AddAB inhibitors | E. coli V3065 growth, OD600 absorbance, 18 h | inhibition, % at 11.9 µM | 330,000 tested, 0.27% active;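 active = inhibition above the campaign's mean inhibition across all tested compounds plus 3 SD, cut at about 9.9% in these data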;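 note: uninfected addAB+ strain grown without phage in ampicillin broth; 0% = DMSO wells and 100% = ciprofloxacin 0.95 µg/ml wells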
SR-BI DiI inh – inhibitors of mouse SR-BI mediated HDL lipid uptake; AID 488896; 320,000 tested, 0.96% active; inhibition, % at 12.5 µM; ldlA[mSR-BI] CHO cells, DiI-HDL uptake fluorescence, 3 h; Q61009;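 active = mean replicate inhibition of at least 70% and a set share of replicates each scoring 70 or more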;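 note: 0% = median of neutral control wells and 100% = median of positive control wells; values of inactives mirror those of a sister screen read the other way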
Target sequence (Q61009 whole entry, looked up): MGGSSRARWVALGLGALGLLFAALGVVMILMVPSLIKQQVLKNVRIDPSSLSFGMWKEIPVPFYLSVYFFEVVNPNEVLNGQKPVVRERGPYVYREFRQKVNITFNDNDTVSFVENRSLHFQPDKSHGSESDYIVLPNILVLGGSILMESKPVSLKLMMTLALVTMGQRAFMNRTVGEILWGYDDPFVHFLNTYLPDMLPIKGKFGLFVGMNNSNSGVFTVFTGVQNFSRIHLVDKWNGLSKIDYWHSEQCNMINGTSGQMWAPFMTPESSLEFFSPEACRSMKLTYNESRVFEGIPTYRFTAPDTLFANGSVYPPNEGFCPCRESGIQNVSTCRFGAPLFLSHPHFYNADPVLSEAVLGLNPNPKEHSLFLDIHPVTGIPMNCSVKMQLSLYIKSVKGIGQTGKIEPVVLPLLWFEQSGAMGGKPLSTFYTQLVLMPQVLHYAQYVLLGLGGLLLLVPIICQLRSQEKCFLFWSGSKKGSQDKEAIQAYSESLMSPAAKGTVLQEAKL
Tat transport – inhibitors of E. coli Tat protein transport. E. coli MC4100 TorA-mCherry Tat export, fluorescence. inhibition, % at 10 µM. 340,000 tested, 0.036% active. AID 488895;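 active = mean replicate inhibition at least 50% and at least half of replicates individually reaching 50%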;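 note: exported cargo escapes ClpAP degradation while cytoplasmic cargo is degraded and loses fluorescence; 0% = median of neutral control wells and 100% = median of NaSCN control wells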
CAL PDZ FP-1 – inhibitors of human CAL PDZ peptide binding; Q9HD26; 300,000 tested, 0.92% active; AID 602252; purified CAL PDZ, TMR-peptide fluorescence polarization, 1 h; inhibition, % at 24.9 µM;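 active = mean inhibition of at least 30% with at least half of replicates also reaching 30%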;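 note: 0% = DMSO neutral control and 100% = excess unlabeled competitor peptide PRC23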
MITF TRPM1 HTS – MITF TRPM1 promoter activation in melanoma cells; SK-MEL-5 TRPM1-promoter luciferase, 24 h; % of positive control, neutral wells = 0; activation, % at 12.5 µM; 300,000 tested, 0.75% active;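 active = mean activation of at least 80% with every replicate also reaching 80%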;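 note: 0% = neutral control wells and 100% = parthenolide positive control wells; values of inactives mirror those of a sister screen read the other way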
CAL PDZ FP-2 – blocks peptide binding to human CAL PDZ domain | AID 504414 | Q9HD26 | inhibition, % at 20 µM | 330,000 tested, 0.02% active | purified CAL PDZ, TMR-peptide fluorescence polarization, 1 h;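 active = highest replicate inhibition of at least 40%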;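 note: plate controls were DMSO neutral control wells for no effect and unlabeled competitor peptide control wells for full effect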
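Material – purified CerCALP PDZ construct · Detection – FP readout, S and P plane fluorescence · Measure – percent inhibition from loss of millipolarization · Controls – unlabelled peptide for full inhibition, DMSO wells as neutral · Probe or stimulus – TMR-labelled reporter peptide T*-PRC34 bound in PDZ groove · Times – 1 h at RT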
SR-BI uptake up – activators of SR-BI mediated HDL lipid uptake; CHO ldlA[mSR-BI] cells, DiI-HDL uptake fluorescence, 3 h; 100 = double the neutral-control signal; activation, % at 12.5 µM; 320,000 tested, 0.096% active; AID 504775;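 active = mean replicate activation of at least 60% and every replicate at or above 60%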;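 note: 0% = median plate neutral-control signal and 100% = twice that signal; values of inactives mirror those of a sister screen read the other way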
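Test system: SR-BI-overexpressing, LDLR-lacking CHO cells. Measured by: DiI fluorescence, bottom read. Medium: Ham's F12 with 0.5% BSA, HEPES 25 mM, pH 7.4. Timing: 3 h uptake period with compound, 37 °C.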
phage Ecoli inh – E. coli growth loss with phage present | growth absorbance | inhibition, % at 11.9 µM | 360,000 tested, 0.26% active; in the data active = inhibition above about 11%
Wnt act – activates Wnt/beta-catenin signaling in a reporter cell assay | 300,000 tested, 1.2% active | activator, plate reader | activation, % at 9.35 µM | AID 743398; in the data active = activation above about 30%, passing the limit was not always enough;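 note: 0% = neutral control wells and 100% = positive control wells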
* hit, by the source's call; nt = not tested or not shown.

Screens in order: AddAB inh	E coli growth	SR-BI DiI inh	Tat transport	CAL PDZ FP-1	MITF TRPM1 HTS	CAL PDZ FP-2	SR-BI uptake up	phage Ecoli inh	Wnt act
> CC(=O)Nc1ccc(Sc2ccc([N+](=O)[O-])o2)cc1
 : nt	nt	-8.6	-21.7	nt	-92.9	0.0	8.6	21.4*	-11.5
> O=C(N/N=C/c1ccc(O)cc1)c1cncc(Br)c1
 : -1.7	-1.3	-1.7	1.9	-4.4	nt	-1.7	1.7	-0.2	-2.5
> CC(C)[C@@H](C(=O)N1CCN(Cc2ccc3c(c2)OCO3)CC1)n1nnc2ccccc2c1=O
 : 3.4	-1.4	-5.0	6.5	-4.2	-16.2	-2.1	5.0	-0.9	2.3
> Cc1ccc(CNC(=O)CN(C)C2=NS(=O)(=O)c3ccccc32)cc1
 : 0.8	-0.5	-4.7	-2.8	-2.7	-6.6	0.0	4.7	0.1	-2.4
> COc1ccc2nc(SCc3cccnc3)c(C#N)cc2c1
 : 3.2	1.2	2.6	-1.5	-2.8	23.3	-0.5	-2.6	1.9	nt
> COc1ccc(OC)c(NC(=O)C2CC(=O)N(CCc3ccccc3)C2)c1 (centres undefined)
 : 0.3	-0.5	5.9	4.4	-1.8	-2.2	1.9	-5.9	0.3	-1.6
> O=S(=O)(Nc1cccc2cccnc12)c1ccc(S(=O)(=O)N2CCCC2)cc1
 : -3.0	-6.2	-21.9	-6.6	-4.0	-14.8	0.1	22.0	-0.6	nt
> O=C(O)/C=C/C(=O)NCCc1ccc(Cl)cc1
 : 8.1	4.2	-8.5	12.4	-1.2	1.6	0.0	8.5	0.4	6.6
> Fc1ccc(-[n+]2nc(Nc3ccccc3)sc2-c2ccc(OCc3ccccc3)cc2)cc1
 : -3.5	-2.1	42.8	2.8	-1.9	0.6	0.5	-42.8	1.0	-5.5
> CCc1cc(Cn2nc(-c3ccccc3)cc2C(=O)NCc2ccccc2OC)on1
 : 4.1	4.1	45.9	8.5	2.2	5.2	-0.5	-45.9	-0.4	1.2
> CC1(c2ccccc2)CC(C)(C)N2C(=O)C(=O)c3cccc1c32 (centres undefined)
 : 0.1	0.5	-13.3	-14.8	-0.8	-7.7	-1.0	39.0	2.4	-2.0
> CCOC(=O)c1cnc2ccc(C)cc2c1Sc1ccc(F)cc1
 : 2.8	-0.2	7.6	1.6	-7.0	25.8	-1.1	-7.6	2.2	-4.9
> CCn1c(Cc2ccccc2)nnc1SCC(=O)Nc1ccc(C)cc1
 : -0.6	1.1	-0.5	-2.3	-2.8	-17.5	-1.4	0.5	-0.1	-1.1
> Cc1ccc(S(=O)(=O)N(OCc2ccccc2)C(C)C(=O)O)cc1 (centres undefined)
 : 1.0	2.2	nt	nt	nt	nt	nt	nt	1.5	-0.3
> CCN1C(=O)/C(=C\c2ccc(F)cc2)N=C1SCC(=O)NCc1ccco1
 : 1.1	-0.1	-3.4	-4.7	-0.3	11.3	-0.3	3.4	3.3	-2.8
> COc1ccc(N2C(=O)CC(NNC(=O)c3cccnc3)C2=O)cc1 (centres undefined)
 : 4.4	-0.2	-12.5	4.6	-1.7	-4.2	1.5	12.5	0.8	1.9
> CC(=O)Nc1cccc(NC(=O)c2c(-c3ccccc3Cl)noc2C)c1
 : -1.1	-0.1	6.3	1.9	-1.2	-0.6	-2.9	-6.3	-0.6	nt
> O=C(NCCc1ccccc1)c1ccc(NC(=O)C2CCC2)cc1
 : nt	nt	15.2	-1.9	-2.6	52.6	-0.1	-15.2	3.4	-0.2
> COc1ccccc1NC(=O)COC(=O)CCC(=O)c1cccs1
 : nt	nt	-9.5	-10.7	1.3	-2.9	-1.7	9.5	2.9	0.2
> COc1cc(SC#N)ccc1N=Cc1c(C)[nH]n(-c2ccc(C)c(C)c2)c1=O
 : -2.8	0.4	64.3	0.3	-1.2	-87.7	-1.6	-64.3	3.5	0.3
> Clc1ccccc1OCCn1nnc2ccccc21
 : 1.2	-2.1	2.2	13.8	-4.9	81.1*	-1.2	-2.2	-0.2	18.8
> Cc1ccc2nsnc2c1NC(=O)c1cccnc1Cl
 : -0.7	-0.7	-11.4	4.7	0.1	-12.0	-1.2	11.4	4.0	-1.4
> Cn1c(=O)c(/C=C/c2ccccc2)nc2ccccc21
 : 0.2	-1.8	4.8	-3.9	-0.7	43.1	-4.3	-4.8	0.5	0.4
> O=C(O)C(C(=O)O)=C1C2CC3CC(C2)CC1C3
 : 0.0	-1.1	-26.1	0.0	0.9	nt	0.6	26.1	2.2	1.9
> COc1ccc(OC)c(C(=O)COC(=O)CNC(=O)c2ccccc2)c1
 : 2.9	3.0	-21.1	-0.7	-4.2	-9.1	0.0	21.1	3.6	-2.3
> CCc1ccccc1NC(=O)CSc1nnc(C2CC2)n1CC1CCCO1 (centres undefined)
 : 3.2	-0.9	-10.4	0.3	-6.5	3.4	-2.6	10.4	1.7	-0.8
> Cc1cc(C)nc(SCC(=O)Nc2ncc(Cc3cccc(Cl)c3)s2)n1
 : 2.7	-0.8	-14.7	4.1	-2.8	12.2	-2.9	14.7	6.1	0.8
> CCCCc1ccc(NC(=S)NCCN2CCOCC2)cc1
 : -1.8	-1.3	-13.4	-5.7	-4.6	15.3	-2.6	13.4	3.3	-6.9
> N/C(=N\NC(=O)c1cccc(F)c1)c1cc2ccccc2oc1=O
 : -0.3	-0.4	nt	25.1	0.8	7.0	-1.8	nt	0.0	6.0
> Oc1cccc(/C=N/Nc2nn3cnnc3c3ccccc23)c1
 : 1.5	0.2	-11.4	-6.9	-5.9	-11.1	-6.1	11.4	-0.1	3.4
> CCc1nnc(NC(=O)CSc2nnc(CSc3nc(C)cc(C)n3)o2)s1
 : 2.0	2.2	-26.4	-7.1	0.3	0.3	-2.6	26.4	2.5	nt
> O=C(COC(=O)CC1CCCC1)Nc1ccc(Cl)cn1
 : 0.4	-0.3	-8.7	1.8	nt	6.5	-1.6	8.7	1.8	-0.7
> COC(=O)C1=CN(C(C)C)C=C(C(=O)OC)C1c1cc2c(cc1Br)OCO2
 : 0.0	-2.1	-17.9	-9.5	-3.9	nt	-1.3	17.9	4.3	4.2
> O=C1CCC/C(=N\NC(=O)NC2CCCCC2)C1
 : 0.8	1.7	-7.4	4.4	8.4	-9.4	-1.0	7.4	-0.5	0.2
> Cc1ccc(N(C(=O)CNC(=O)c2ccco2)C(C(=O)NC2CCCCC2)c2cccnc2)cc1C (centres undefined)
 : 2.2	-1.6	-14.0	-2.7	-6.4	3.6	-3.6	14.0	1.3	0.6
> CC(=O)c1cccc(N(C(=O)c2ccco2)C(C(=O)NC2CCCC2)c2ccc(N3CCOCC3)cc2)c1 (centres undefined)
 : 1.1	0.1	-15.9	1.5	-1.9	1.0	0.2	15.9	2.8	-0.3
> CC1CCN(CCCNC(=O)COc2cc(=O)n(C)c3ccccc23)CC1
 : 1.8	-1.2	-8.7	-5.8	0.0	nt	0.2	8.7	1.4	nt
> COc1cccc(/C=N/NC(=S)NC2CC3CCC2C3)c1OC (centres undefined)
 : 2.7	-0.8	8.5	3.9	-2.9	nt	-0.4	-8.5	0.9	-1.8
> Cc1onc(-c2ccccc2)c1C(=O)NC(C)c1ccc2c(c1)OCO2 (centres undefined)
 : 4.4	0.6	-8.9	-5.4	1.1	3.2	-2.3	8.9	1.4	-1.4
> Cc1ccc(C)c(N2CC(O)(c3cccs3)[N+]3=C2CCCC3)c1 (centres undefined)
 : 7.0	0.8	3.4	-4.7	-0.4	-13.8	-0.7	-3.4	1.0	-0.1
> COc1ccccc1CNC(=O)CS(=O)(=O)c1ccc(C)cc1
 : 0.6	1.0	7.4	2.6	1.7	-6.5	-1.0	nt	0.2	-2.4
> O=C(Nc1ccccc1F)c1ccc(CN2CCN(c3ccccc3)CC2)cc1
 : 2.0	1.9	-7.0	0.8	-1.5	1.6	nt	7.0	2.8	-2.0
> CCOC(=O)c1c(/N=C/N(C)C)sc(/C=N/Nc2ccccc2)c1-c1ccccc1
 : 0.8	-0.3	57.9	-2.3	-2.2	5.8	-4.9	-57.9	3.4	1.6
> O=C(CCl)Nc1ccccc1Sc1ccc(Cl)cc1
 : 0.0	-1.2	-0.8	-1.8	0.2	nt	0.2	0.8	1.8	nt
> COC(=O)c1ccc2c(=O)[nH]c(CSc3nc(-c4ccc(F)cc4)cs3)nc2c1
 : -1.3	-0.9	5.9	-6.0	-2.6	-7.1	-2.2	-5.9	2.0	0.3
> C=CCNC(=S)N/N=C/c1cccc([N+](=O)[O-])c1
 : -0.4	2.5	16.5	-6.1	0.1	1.8	0.3	-16.5	4.9	1.7
> CC1CS(=O)(=O)CCN1N=Cc1ccc([N+](=O)[O-])o1 (centres undefined)
 : 3.4	2.8	-16.0	-2.4	-2.9	-1.8	0.0	16.0	4.9	-0.7
> CCOc1ccc(OCC)c(NC(=O)CSc2nnnn2CC)c1
 : -0.5	-0.2	-3.8	6.7	-1.6	nt	0.4	3.8	0.1	-4.7
> O=S(=O)(Nc1cccc2ncccc12)c1cccs1
 : 17.9*	4.4	-1.9	2.2	-1.4	nt	-1.1	1.9	nt	nt
> CN(C(=O)COC(=O)COc1ccc(N(C)S(=O)(=O)c2ccc(Cl)cc2)cc1)c1ccccc1
 : nt	nt	14.7	0.8	-4.4	nt	-1.6	-14.7	-1.8	0.1
> CCc1c(C#N)sc(C(N)=O)c1CC
 : 2.4	1.1	-1.7	5.2	nt	nt	1.4	1.7	-0.8	-1.9
> COC(=O)C1=C(C(=O)OC)[N+]2=C3N(C(=O)NC2(C)C)[C@H](CO)C[C@@]32c3ccccc3N(Cc3ccccc3)[C@@H]12
 : 0.2	-2.6	2.4	16.0	-1.7	-4.7	1.4	-2.4	1.4	-3.0
> CCN(CCCc1ccccc1)CCCc1ccccc1
 : 0.6	0.3	-15.2	-3.7	-1.0	9.3	-1.0	19.1	6.1	-3.8
> COc1ccc(NC(=O)CN(c2ccccc2)S(=O)(=O)c2ccccc2)c(OC)c1
 : 0.1	-2.1	nt	-4.4	-2.4	8.4	-0.9	nt	0.1	22.8
> O=C(NC1CC1)c1cccc(Br)c1
 : 4.8	0.0	-26.2	-14.2	-5.3	9.4	-0.4	26.2	0.0	-2.5
> Cc1ccc(C)c(-n2c(-c3cccnc3)n[nH]c2=S)c1
 : 2.1	-1.1	-9.7	1.6	1.4	2.9	0.0	9.7	5.1	-0.6
> NNC(=S)Nc1ccc(Cl)cc1
 : -3.3	-1.9	6.6	-1.4	6.5	-8.9	1.2	-6.6	3.2	-1.2
> COc1ccc(S(=O)(=O)N2CCC(C(=O)NCc3ccncc3)CC2)cc1Cl
 : 1.8	-1.5	6.3	5.1	4.9	7.0	-1.7	-6.3	-3.5	-1.9

Records listed so far printed as active in phage Ecoli inh.
mol,AddAB inh,SR-BI DiI inh,Tat transport,CAL PDZ FP-1,MITF TRPM1 HTS,CAL PDZ FP-2,SR-BI uptake up,phage Ecoli inh,Wnt act
CC(=O)Nc1ccc(Sc2ccc([N+](=O)[O-])o2)cc1,nt,-8.6,-21.7,nt,-92.9,0.0,8.6,21.4*,-11.5
